High-throughput results as filed in PubChem BioAssay.
RAD54 branch = RAD54 (human) branch migration inhibition. inhibition, % at 10.4 µM. hit rate 0.14% among 360,000. Q92698. AID 602329. RAD54 Holliday junction branch migration, FAM/BHQ fluorescence;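 active means mean normalized replicate activity at least 40 and at least half of replicates scoring 40 or more; inconclusive means only one of the two criteria met; inactive means mean below 40 and under half of replicates reaching 40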;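 further: 0% = median of neutral control wells and 100% = median of positive control wells; inhibitors cause a drop in the FAM fluorescence signal; in these data hits start at about 50%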
Target sequence (Q92698 whole entry, looked up): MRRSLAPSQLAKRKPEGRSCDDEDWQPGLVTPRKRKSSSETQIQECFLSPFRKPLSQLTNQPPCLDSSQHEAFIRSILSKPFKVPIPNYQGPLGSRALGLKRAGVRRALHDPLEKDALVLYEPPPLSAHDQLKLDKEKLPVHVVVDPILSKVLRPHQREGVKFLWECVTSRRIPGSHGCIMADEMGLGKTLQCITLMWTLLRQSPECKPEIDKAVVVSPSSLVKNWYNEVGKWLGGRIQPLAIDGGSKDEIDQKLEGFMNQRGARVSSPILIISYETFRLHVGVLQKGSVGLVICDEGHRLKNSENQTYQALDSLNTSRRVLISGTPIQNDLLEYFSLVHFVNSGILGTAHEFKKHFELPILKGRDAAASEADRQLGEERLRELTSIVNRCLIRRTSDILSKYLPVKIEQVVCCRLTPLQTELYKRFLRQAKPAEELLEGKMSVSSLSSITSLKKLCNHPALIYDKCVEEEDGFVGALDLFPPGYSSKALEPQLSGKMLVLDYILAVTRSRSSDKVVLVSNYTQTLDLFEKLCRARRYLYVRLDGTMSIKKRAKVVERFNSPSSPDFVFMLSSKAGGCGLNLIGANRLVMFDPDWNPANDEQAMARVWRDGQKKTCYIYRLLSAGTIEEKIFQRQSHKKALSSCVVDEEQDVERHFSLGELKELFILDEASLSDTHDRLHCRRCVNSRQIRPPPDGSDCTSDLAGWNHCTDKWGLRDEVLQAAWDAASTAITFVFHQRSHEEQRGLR
FN deposit inh = fibronectin deposition inhibition. hit rate 0.086% among 350,000. inhibition, % at 12.6 µM. AH1F fibroblasts, Alexa488-fibronectin deposition fluorescence, overnight;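 active means mean inhibition across replicates of 30% or more, regardless of how many single replicates reach that level; inconclusive means mean under 30% yet at least half of replicates reach 30%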;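 further: positive control wells lacked labelled fibronectin entirely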
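material = AH1F fibroblast monolayer depositing Alexa488-labelled fibronectin into matrix | amount = 10000 AH1F cells/well | buffer or medium = DMEM plus 2% serum, read in PBS | incubation = 1 h cell adhesion before compound, then overnight fibronectin incubation | detection = fluorescence at 485 nm excitation, 525 nm emission | evaluation = percent inhibition as loss of matrix-bound fibronectin fluorescence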
Xi reactivation = activators of X-chromosome reactivation in mouse fibroblasts | XiGFP mouse fibroblasts, % GFP-positive cells imaging, 3 d; cells co-treated with 5-aza-dC sensitizer; scaled so ellipticine positive control = 100% | activation, % at 7.58 µM | hit rate 0.055% among 360,000;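 active means mean normalized replicate activation at least 10% and every replicate at or above 10%; inconclusive means only one of the two criteria met; inactive means mean below 10% and not all replicates reach 10%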;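 further: 0% = median of on-plate neutral control wells and 100% = ellipticine 6 µM median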
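Material: SV40-immortalized XiGFP fibroblast cells, line 68-5-11 | Buffer or medium: DMEM containing 5-aza-dC | Dosing: One concentration, pinned | Times: 3 d treatment, 15 min room-temperature fixation | Controls: Ellipticine 6 µM positive control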
S100A4 MyoIIA = inhibitors of human S100A4 binding to myosin IIA peptide. P26447. S100A4/TAMRA-MyoIIA peptide fluorescence polarization. inhibition, % at 10.7 µM. hit rate 0.14% among 360,000. AID 652163;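 active means mean inhibition of at least 70% across replicates, with every replicate also reaching that level; inconclusive means mean inhibition reaches 70% but some replicates fall short; inactive means mean inhibition below 70%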
Target sequence (P26447 whole entry, looked up): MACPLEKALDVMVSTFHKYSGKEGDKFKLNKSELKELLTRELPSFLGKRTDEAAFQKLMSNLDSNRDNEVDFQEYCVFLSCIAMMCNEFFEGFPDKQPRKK
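Material: S100A4 monomer (human). Medium: Calcium-containing HEPES buffer, pH 7.2. Probe or stimulus: labelled myosin peptide probe, 5 nM. Compound dosing: one concentration per compound. Timing: polarization read 5 min after assay mix addition, stable 5–60 min. Benchmarks: DMSO as neutral control, TFP as positive control.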
E-selectin induc = induces E-selectin expression in human endothelial cells; activation, % at 7.58 µM; P16581; HUVEC E-selectin immunofluorescence imaging; normalized: neutral wells 0, TNF-alpha wells 100; hit rate 0.37% among 260,000;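 active means mean E-selectin-positive cell signal at least 10% of the positive control, reached in at least 60% of replicates, without over 20% cell loss; inconclusive means no rule given, readout overlaps actives, possibly toxicity-flagged; inactive means the rest, including those meeting only one limit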;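 further: in these data hits start at about 27%; measured in HUVEC primary endothelial cells; signal is the percent of cells scored E-selectin positive by PE staining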
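System: HUVEC / Compound: single concentration / Signal: immunofluorescence imaging / Read-out: percent E-selectin-positive cells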
esBAF inh = SWI/SNF esBAF complex inhibition; reporter increase, % at 12.5 µM; hit rate 2% among 350,000; mouse ES cells, Bmi1-luciferase knock-in reporter, 24 h; 100% = twice the neutral-well signal; AID 602393; in the data active means activation above about 40%; inconclusive means no clear call, values can overlap the other calls;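 further: 0% = median of the plate's neutral control wells and 100% = double that signal; a rise in the Bmi1 reporter signal indicates esBAF inhibition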
EWS-Fli inh = blocks EWS/Fli oncoprotein-driven transcription | A673 NR0B1-luciferase reporter, viability-normalised | inhibition, % at 12.6 µM | hit rate 0.67% among 350,000 | AID 651661;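 active means mean inhibition of at least 50% after viability correction, with every replicate also passing that limit; inconclusive means mean reaches 50% but only one of two replicates passes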;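 further: firefly luciferase signal divided by Alamar Blue viability fluorescence both relative to DMSO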
RAD52 anneal inh = RAD52 (human) annealing inhibition; hit rate 0.46% among 360,000; P43351; inhibition, % at 18.7 µM; recombinant RAD52 DNA annealing, FRET fluorescence;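 active means every replicate showing at least 50% inhibition; inconclusive means mean inhibition at least 50% but not in every replicate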
* = called active by the depositor; ? = inconclusive; . = no result given; & = joins results of further samples.

SMILES	RAD54 branch	FN deposit inh	Xi reactivation	S100A4 MyoIIA	E-selectin induc	esBAF inh	EWS-Fli inh	RAD52 anneal inh
COCCNC(=O)C(=O)NCC1OCCN1C(=O)c1ccc(Cl)cc1 (stereo not given)	5	6	0.1	-8	0.4	0	-10	-5
C[C@H](CO)N1C[C@H](C)[C@@H](CN(C)Cc2ccc(-c3ccccc3)cc2)Oc2cc(C#CC(C)(C)O)ccc2S1(=O)=O	5	-20	-0.5	1	9.0	-2	45	11
CO[C@H]1CN(C)C(=O)c2cc(NC(=O)Nc3ccccc3F)ccc2OC[C@@H](C)N(Cc2ccccc2C(=O)O)C[C@H]1C	3	3	0.3	8	-0.1	-3	-5	3
CCOC(=O)C1(Cc2ccc(Cl)cc2)CCN(Cc2nccn2CC)CC1	1	4	0.0	.	.	-11	.	.
C[C@@H]1CN([C@@H](C)CO)S(=O)(=O)c2ccc(C3=CCCC3)cc2O[C@@H]1CN(C)C(=O)Nc1ccc2c(c1)OCO2	-11	1	0.1	-4	0.7	-2	29	21
COc1ccccc1NC(=O)N1CCCC1C(=O)NCc1ccccc1Cl (stereo not given)	11	-5	0.0	-17	.	4	11	-7
COC(=O)c1ccc(CNC(=O)COC(=O)CCC(=O)c2ccc(F)cc2)cc1	3	1	0.3	5	.	-4	5	-4
CC(Cc1ccccc1)=NNS(=O)(=O)c1ccc([N+](=O)[O-])cc1	.	7	0.3	-3	1.8	-5	1	2
Oc1ccc(/C=N/Nc2ccc(Cl)nn2)c(O)c1O	-9	-2	0.0	-2	0.1	-22	-14	-18
C[C@@H]1CN([C@H](C)CO)S(=O)(=O)c2ccc(Br)cc2O[C@H]1CN(C)CC1CCOCC1	-8&5	-4	0.1	6&11	12	-6&-3	2&-2&-21	-19&14
COc1ccccc1OCC(=O)/C=C1/N(C)c2ccccc2C1(C)C	.	-1	0.2	-12	0.0	.	-1	-247
c1ccc2c(C[C@@H]3CNCCN3CCCCC3CCCCC3)cccc2c1	-9	21	0.2	-3	0.0	-7	3	4
Cc1ccc(CCNC(=O)CCS(=O)(=O)c2ccc(Br)cc2)cc1	.	-7	-0.1	-1	12	.	6	0
CC(C)C[C@H](NC(=O)N1CC(=O)Nc2ccccc21)C(=O)N[C@H](C(=O)O)c1ccccc1	4	.	.	7	.	-10	4	-16
O=C(C[C@@H]1CC[C@H](NC(=O)Nc2ccccc2)[C@@H](CO)O1)NCc1cccc(F)c1	13	.	0.2	4	0.5	0	3	-12
COC(=O)[C@H]1[C@H](CO)[C@H]2Cn3c(ccc(-c4ccc(F)cc4)c3=O)[C@H]2N1S(C)(=O)=O	5	.	0.0	0	-0.2	2	8	5
COC(=O)[C@]1(Cc2ccccc2)N[C@H](c2ccc(-c3cccc(Cl)c3)cc2)[C@@H]2C(=O)N(C)C(=O)[C@@H]21	-13	1	0.0	-10	-0.1	2	12	-4
CCCCCCN1C[C@@H](n2cc(-c3ccc(F)cc3)nn2)[C@H](O)C[C@@H]1c1ccc(Cl)cc1	8	17	-0.1	0	.	3	23	-9
CCC(=O)N1CC2(CN(C(=O)NC(C)C)C2)c2c(n(C)c3cc(OC)ccc23)[C@@H]1CO	.	.	0.2	10	0.9	.	-5	-4
Cc1cc(-c2ccc(C)c(S(=O)(=O)NCc3ccc(OC(C)C)cc3)c2)on1	2	-2	0.3	-3	.	-2	5	-5

Record cards, from the list above:
Profile of COc1ccccc1OCC(=O)/C=C1/N(C)c2ccccc2C1(C)C = RAD54 branch = .; FN deposit inh = -1; Xi reactivation = 0.2; S100A4 MyoIIA = -12; E-selectin induc = 0.0; esBAF inh = .; EWS-Fli inh = -1; RAD52 anneal inh = -247
Profile of COCCNC(=O)C(=O)NCC1OCCN1C(=O)c1ccc(Cl)cc1 (stereo not given) = RAD54 branch = 5; FN deposit inh = 6; Xi reactivation = 0.1; S100A4 MyoIIA = -8; E-selectin induc = 0.4; esBAF inh = 0; EWS-Fli inh = -10; RAD52 anneal inh = -5
Profile of O=C(C[C@@H]1CC[C@H](NC(=O)Nc2ccccc2)[C@@H](CO)O1)NCc1cccc(F)c1 = RAD54 branch = 13; FN deposit inh = .; Xi reactivation = 0.2; S100A4 MyoIIA = 4; E-selectin induc = 0.5; esBAF inh = 0; EWS-Fli inh = 3; RAD52 anneal inh = -12

Next section
SMILES	RAD54 branch	FN deposit inh	Xi reactivation	S100A4 MyoIIA	E-selectin induc	esBAF inh	EWS-Fli inh	RAD52 anneal inh
O=C(CCCc1ccccc1)Nc1ccccn1	-7	5	0.0	-17	.	31	-62	-7
CCc1nc2c(OCc3ccc(C#N)cc3)cccn2c1N(C)C(=O)c1cccs1	-14	6	0.0	2	-0.1	0	17	-41
Cc1ccc(S(=O)(=O)NCCNS(=O)(=O)c2ccccc2Br)cc1	-4	4	0.1	-2	-0.2	3	-4	-17
CCOC(=O)C1=C(c2ccccc2)NC(SCC(=O)Nc2ccc(C)cc2)=C(C#N)C1c1ccco1 (stereo not given)	5	.	.	0	.	-1	2	-20
O=C(COc1ccc([N+](=O)[O-])cc1Cl)Nn1cnnc1	1	7	2.4	1	1.8	-5	8	2
O=C(COC(=O)c1ccc(S(=O)(=O)N2CCCCCC2)cc1)Nc1ccccc1C(F)(F)F	3	-2	0.0	0	.	-1	-5	-1
O=[N+]([O-])c1c(NCCO)cc(N2CCCCC2)c2nonc12	.	-2	0.1	-1	-0.1	.	5	-72
Cc1cccc(N(C)C(=S)Oc2ccc3ccccc3c2)c1	7	-5	0.0	-14	2.7	16	4	-4
COCC(=O)Nc1ccc2c(c1)C(=O)N(C)C[C@H](OC)[C@H](C)CN(Cc1ccccc1OC)[C@H](C)CO2	-12	4	0.9	14	-0.2	1	1	23
CC(=O)NC1C(=O)N=C(SCC(=O)Nc2cccc(Cl)c2)NC1=O (stereo not given)	-2	-8	0.3	-6	3.3	8	0	-19
CCc1c(C)c(C#N)c2[nH]c3ccccc3n2c1=S	.	-3	0.2	-11	.	.	38	-13
O=C(NC1CCCC1)C(c1ccco1)N1CCN(c2c(Cl)cncc2Cl)CC1 (stereo not given)	.	14	-0.1	-5	2.3	.	-12	-44
CCC(C)NC(=O)c1ccc(Cl)c(S(=O)(=O)Nc2ccccc2N2CCOCC2)c1 (stereo not given)	4	1	0.1	5	-0.6	4	2	-11
O=C1NC[C@H](CCCCN2C[C@H](Cc3ccccc3)N(CC3CCCCC3)C(=O)C2=O)N(CCc2ccc(O)cc2)C1=O	.	-24	-0.1	-6	-0.1	.	-10	-4
O=Cc1c(-c2ccccc2)nc2ccccn12	.	-5	-0.3	1	-0.1	.	-17	-10
CO[C@@H]1CN(C)C(=O)c2ccc(NC(=O)C3CC3)cc2OC[C@@H](C)N(Cc2cccc(F)c2)C[C@@H]1C	-7	2	0.2	.	0.2	8	6	.
O=c1nccc(N/N=C/c2ccccc2)[nH]1	-4	7	0.2	-20	.	8	-29	-4
CN(C(=O)COC(=O)c1ccc(CN2CCCC2=O)cc1)c1ccccc1	-5	.	0.6	4	-0.6	5	-4	-4
O=C(C[C@@H]1CC[C@@H]2[C@H](COC[C@H](O)CN2C(=O)c2ccc3c(c2)OCO3)O1)NC1CCCC1	-9	-7	0.3	6	-0.1	6	8	2
CCCN(CCC)C(=O)C(c1ccccc1)C1(O)CCCCC1 (stereo not given)	-3	-7	-0.2	-1	-0.2	-9	2	5
O=C(CSc1nccc(=O)[nH]1)NCc1ccco1	7	3	-0.2	1	-0.1	5	4	-25
CCCCC(=O)NC(NC(=S)N1CCCCCC1)C(Cl)(Cl)Cl (stereo not given)	2	4	0.5	.	.	6	.	.
COc1ccccc1C(=O)Nc1c(C)cc(Br)cc1C	.	3	0.2	-4	1.2	.	-12	-22
COc1cccc(-c2cc3nc(Nc4ccc(OC)c(OC)c4)n(C)c(=O)c3s2)c1	-2	-4	-0.1	-2	0.0	53*	-76	2
Cc1ccc2c(Cl)cc(Cl)c(OCC(=O)NCCc3ccccn3)c2n1	.	7	-0.2	1	.	.	-12	-14
COCC(=O)Nc1ccc2c(c1)[C@H]1C[C@@H](CC(=O)N3CCCCC3)O[C@@H](CO)[C@H]1O2	-9	8	0.1	.	-0.1	3	1	.
COC(=O)[C@@]12C[C@@H](CC(=O)NCCc3ccccc3OC)C(=O)N(Cc3ccccc3)C1=CCC(C)(C)C2	.	15	0.0	1	0.0	.	-8	-7
COc1ccc(/C=N/Nc2nccnc2Cl)c(OC)c1	.	.	0.0	-1	.	.	-116	-10
COc1cccc(C(=O)NCc2ccc3[nH]c(C)cc3c2)c1	.	1	0.0	-7	-0.8	.	-1	-38
CN(C)S(=O)(=O)c1cccc(CSCc2cccc(S(=O)(=O)N(C)C)c2)c1	1	0	0.0	-3	?	-34	8	-7
Cc1cccc(CN(C)C[C@@H]2Oc3ncc(-c4cc5ccccc5o4)cc3C(=O)N([C@H](C)CO)C[C@@H]2C)c1	-2	9	0.4	17	1.0	-3	5	14
C=CCn1c(SCC(=O)NCC2CCCO2)nc2sc(CC)cc2c1=O (stereo not given)	-2	1	0.1	0	.	-1	-5	-7
CCN1CCN(Cc2c(C(=O)N/N=C(\C)c3ccc(Cl)cc3)nnn2-c2nonc2N)CC1	15	-1	0.0	-1	.	-1	0	94*
O=C(Nc1ccccc1F)N1CC(=O)N2[C@H](CO)[C@H](c3ccc(C#CC4CC4)cc3)[C@H]2C1	.	.	0.0	1	-0.3	.	-3	-10
CN(C)C(=O)c1cccc(-c2ccc([C@H]3[C@H](CO)N4CCCCN(Cc5cccnc5)C[C@@H]34)cc2)c1	3	.	0.3	22	0.0	.	-16	-2
O=C(Nc1ccc2c(c1)[C@@H]1C[C@@H](CC(=O)N3CCOCC3)O[C@H](CO)[C@@H]1O2)Nc1ccccc1F	2	-10	0.0	1	0.0	-4	-8	6
CC(=O)c1c(C)[nH]c(C(=O)N2CCN(S(=O)(=O)c3ccc(C)cc3C)CC2)c1C	-4	2	0.1	10	-0.1	-4	7	-19
CCOc1ccc(C(=O)CCC(=O)N2CCN(c3ncccn3)CC2)cc1	0	-2	0.0	-4	-0.1	0	-3	-32

Printed as active in esBAF inh, of those listed so far:
SMILES | S100A4 MyoIIA | esBAF inh | RAD52 anneal inh
COc1cccc(-c2cc3nc(Nc4ccc(OC)c(OC)c4)n(C)c(=O)c3s2)c1 | -2 | 53* | 2
